High-throughput results (PubChem)
Tau fibril ThT: qHTS for Inhibitors of Tau Fibril Formation, Thioflavin T Binding. Microtubule-associated protein tau (Homo sapiens), P10636. AID 1460, 2008. recombinant tau K18 P301L, heparin-induced fibrillization, ThT fluorescence. 270,000 compounds, 2.1% hits. Potency, µM (doses to about 57.4 µM), for inactives: top-dose activity, negative = inhibition, usual class: inhibitors; also: % is scaled to controls: 0 for no effect and ±100 for the full control effect; nearly all actives have a fitted effect of over 55% in size
Target sequence (P10636 561-689 P618L limits assumed): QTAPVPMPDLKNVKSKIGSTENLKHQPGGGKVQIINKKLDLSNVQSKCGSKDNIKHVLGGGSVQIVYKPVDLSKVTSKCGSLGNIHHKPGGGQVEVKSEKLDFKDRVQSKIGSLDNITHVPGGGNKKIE
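Fibril formation assay: tau K18 P301L at 15 uM with trace Alexa 594 label, heparin inducer 20 uM, pH 7 sodium acetate buffer, 37 C for 6 hr; endpoint ThT signal.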
HTT cytoprotect: qHTS Multiplex Assay to Identify Dual Action Probes in a Cell Model of Huntington: Cytoprotection (ATP); PC12 HTT-Q103 induced, cytoprotection, ATP luminescence, 40 h; Potency, µM (highest dose often 56.4 µM), for inactives: cytoprotection (ATP increase), most hits filed as activators; 230,000 compounds, 0.14% hits; AID 1471, 2008;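 also: % of control where 0% means no effect; nearly all actives have a fitted effect of over 45% in size; toxic huntingtin expression switched on by the ecdysone agonist tebufenozide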
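Compounds were screened for protection of PC12 cells against cell death after tebufenozide induction (100 nM final) of mutant Huntingtin exon 1 (Q103) fused to GFP.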
RECQ1 inh: qHTS Assay for Inhibitors of RecQ-Like Dna Helicase 1 (RECQ1); RECQ1 DNA unwinding, red fluorescence kinetic read; Potency, µM (series often up to 57.3 µM), without a hit: top-dose activity, negative = inhibition, usual class: inhibitors; 240,000 compounds, 0.54% hits;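 also: plate controls were vehicle for no effect and no enzyme for full effect; nearly all actives have a fitted effect of over 30% in size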
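RECQ1T1 50 nM; forked duplex (20 bp + 30-nt ss tails) 200 nM, ATP 2 mM final; pH 8.0, 2 mM MgCl2, 2.5 ug/ml poly(dI-dC); 15 min compound preincubation; discontinuous kinetic read over 2 h at RT.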
L3MBTL1 inh: qHTS Assay for the Inhibitors of L3MBTL1 | Lethal(3)malignant brain tumor-like protein 1 (Homo sapiens), Q9Y468 | AlphaScreen L3MBTL1–H3K9me1 peptide binding | Potency, µM (highest dose often 57.1 µM), inactives show top-dose activity, negative = inhibition, most hits filed as inhibitors | 230,000 compounds, 0.66% hits | AID 485360, 2010; also: % is scaled to controls: 0 for no effect and ±100 for the full control effect; nearly all actives have a fitted effect of over 60% in size
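Displacement of a biotinylated histone H3(1-15) peptide monomethylated at Lys9 (75 nM) from L3MBTL1 (50 nM) was measured by AlphaScreen after a 30 min room-temperature compound incubation; cefsulodin titration served as intraplate control.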
TRb-SRC2 inh: qHTS for Inhibitors of the Interaction of Thyroid Hormone Receptor and Steroid Receptor Coregulator 2. Thyroid hormone receptor beta (Homo sapiens), P10828. TRbeta-SRC2 peptide binding, fluorescence polarization; receptor liganded with 1 µM T3. Potency, µM (highest dose often 106 µM), without a hit: at the highest dose activity change, negative = inhibition, most hits filed as inhibitors. 280,000 compounds, 0.065% hits. AID 1469, 2008;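 also: plate controls were bound peptide for no effect and peptide without receptor for full effect; nearly all actives have a fitted effect of over 50% in size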
Target sequence (P10828 whole entry, looked up): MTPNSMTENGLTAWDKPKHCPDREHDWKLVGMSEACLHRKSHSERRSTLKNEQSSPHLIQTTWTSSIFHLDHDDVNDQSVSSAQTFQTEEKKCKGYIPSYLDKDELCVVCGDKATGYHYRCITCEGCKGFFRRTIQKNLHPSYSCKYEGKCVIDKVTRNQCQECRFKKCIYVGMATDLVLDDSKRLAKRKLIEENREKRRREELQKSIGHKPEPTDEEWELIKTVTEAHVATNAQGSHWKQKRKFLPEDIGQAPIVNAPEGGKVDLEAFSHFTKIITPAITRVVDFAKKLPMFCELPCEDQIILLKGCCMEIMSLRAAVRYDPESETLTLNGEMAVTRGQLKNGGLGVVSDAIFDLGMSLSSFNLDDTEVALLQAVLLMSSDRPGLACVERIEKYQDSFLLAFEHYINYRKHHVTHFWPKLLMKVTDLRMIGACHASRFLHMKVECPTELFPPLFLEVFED
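TRb LBD 0.6 uM + Texas Red SRC2 peptide 20 nM, 1 uM T3, Tris buffer w/ 5% DMSO; compound pinned, 5 h RT; FP read ex 555/em 632; normalized to unbound and bound controls.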
TexasRed fluor: Total Fluorescence Counterscreen for Inhibitors of the Interaction of Thyroid Hormone Receptor and Steroid Receptor Coregulator 2; TRb/SRC2 Texas Red total fluorescence interference; Potency, µM (series often up to 106 µM), inactives show at the top dose fluorescence change, negative = quenching; 280,000 compounds, 0.29% hits; active = well fitted curve in either direction with a large enough effect; inconclusive = small, poorly fitted or top-dose-only effect; also: % is scaled to controls: 0 for no effect and ±100 for the full control effect
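Human TRβ ligand-binding domain (0.6 uM) and Texas Red SRC2 peptide (20 nM) in Tris buffer with 1 uM T3 and 5% DMSO were incubated with pinned compound for 5 hr at ambient temperature. Total fluorescence was computed as S + 2P (555/632 nm).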
Tau fibril FP: qHTS for Inhibitors of Tau Fibril Formation, Fluorescence Polarization | Microtubule-associated protein tau (Homo sapiens), P10636 | K18 P301L tau heparin fibrillization, Alexa594 FP, 6 h | Potency, µM (series often up to 57.7 µM), for the others: at the top dose activity, negative = inhibition, actives largely listed as inhibitors | 280,000 compounds, 0.39% hits | AID 1468, 2008; also: % is scaled to controls: 0 for no effect and ±100 for the full control effect; nearly all actives have a fitted effect of over 55% in size
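Heparin (20 uM) drove fibril formation of recombinant tau K18 P301L, 15 uM unlabeled with 0.24 uM Alexa 594 label, for 6 hr at 37 C in 100 mM sodium acetate pH 7. Fluorescence polarization (555/632 nm) read 1 hr after 30 uM ThT.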
Tau fluor counter: Counterscreen qHTS for Inhibitors of Tau Fibril Formation, Fluorescence Polarization. Potency, µM (top dose mostly 57.7 µM), without a hit: top-dose activity change, negative = decrease. 280,000 compounds, 0.93% hits. tau K18 P301L (four-repeat tau fragment) Alexa594 fluorescence, heparin fibrillization; also: % is scaled to controls: 0 for no effect and ±100 for the full control effect; nearly all actives have a fitted effect of over 55% in size
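Human K18 P301L tau (15 uM unlabeled plus 0.24 uM Alexa 594-labeled, final) in 100 mM sodium acetate pH 7 was mixed with compound and 20 uM heparin and incubated 6 hr at 37 C.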
Starred values were filed as active, the others as inactive; i = inactive; ? = inconclusive; nt = not tested or not shown; [ ] = another dose, or the depositor's remark. Unless noted, calls follow the shape of the dose curve; as a rule, active = well fitted curve in the direction sought with a large enough effect; inconclusive = small, poorly fitted or top-dose-only effect, or another doubt; inactive = no such curve, though single readings can be large; an effect the other way counts as inactive or inconclusive. Potency is read from the fitted curve at half-maximal effect. The list is partial; count on the stated rates, not on these rows.

SMILES	Tau fibril ThT	HTT cytoprotect	RECQ1 inh	L3MBTL1 inh	TRb-SRC2 inh	TexasRed fluor	Tau fibril FP	Tau fluor counter
CC(NC(=O)c1ccccc1F)c1nnc(SCC(=O)N2CCN(c3ccccc3)CC2)n1C (configuration not stated)	-10%	-10%[10 µM]	i	10%	-10%	1%	-2%	-6%
CN(CC(=O)Nc1ccccc1Cl)C(=O)c1cc(=O)[nH]c2ccccc12	-1%	39%[10 µM]	2%	0%	-1%	-3%	0%	3%
Clc1ccc(CSc2nncn3c2cc2occc23)cc1	?	nt	nt	nt	3%	-1%	-7%	?
Cn1c(=O)n(C)c2cc([N+](=O)[O-])c(N3CCN(S(=O)(=O)c4ccccc4)CC3)cc21	?	11%[10 µM]	-1%	-6%	-2%	-4%	11%	-15%
C/C(=N\NC(=O)c1cc2c(s1)CCC(C)C2)c1cccnc1 (configuration not stated)	?	7%[1.9 µM]	-4%	-2%	0%	6%	9%	-11%
O=C(O)C(Cc1ccccc1)N=Cc1c(O)c2ccccc2oc1=O (configuration not stated)	-1%	-5%	-4%	nt	0%	-1%	3%	-4%
CCc1nc(-c2cc(S(=O)(=O)N3CCN(c4ccccc4OC)CC3)ccc2OC)no1	-4%	nt	nt	nt	4%	-1%	-11%	-28%
Cn1c(CN2CCOCC2)nnc1SCC(N)=O	-8%	-2%	12%	6%	-3%	3%	-13%	-4%
O=C(Nc1ccc(F)cc1)C1CCN(c2nc3ccccc3nc2C(F)(F)F)CC1	5%	nt	nt	nt	11%	-1%	-17%	-14%
O=C(NCCN1CCNCC1)c1ccccn1	-14%	-8%[10 µM]	i	48%[activator]	-22%	2%	3%	-12%
COc1ccc(CCNc2nnc(Sc3nnnn3-c3ccccc3)s2)cc1OC	-10%	-82%[inhibitor][10 µM]	-13%	-7%	3%	0%	5%	-11%
O=C(CSCc1ccccc1Cl)NNC(=O)c1ccccc1	-1%	-3%	i	7%	-1%	-4%	-8%	-2%
CN1CCN(CC(=O)N(Cc2c(C#N)c3ccccc3n2C)c2ccccc2)CC1	-3%	12%[0.074 µM]	0%	2%	-6%	-6%	8%	4%
O=C(Nc1ccc(S(=O)(=O)Nc2nccs2)cc1)c1cccc(N2C(=O)c3ccccc3C2=O)c1	-4%	nt	?	-5%	1%	-6%	-6%	-24%
CCCN(CCC(=O)Nc1ccccc1F)CC1CC1	-5%	2%	i	nt	-3%	-1%	-7%	-6%
CSc1ccccc1NC(=O)Cc1ccccc1	6%	-23%	-9%	0%	11%	0%	-3%	8%
Clc1nssc1=Nc1ccc(Br)cc1	13µM*	-101%[inhibitor]	i	nt	-7%	-2%	?	-25%
COC(=O)[C@H](C)NC(=O)[C@@H](C)CO	-3%[11.5 µM]	1%[10 µM]	i[11.5 µM]	nt	3%[11.2 µM]	-4%[11.2 µM]	1%[11.6 µM]	-1%[11.6 µM]
COc1ccc(NS(=O)(=O)c2cc(Br)cc3c2N(C(=O)C2CC2)CC3)cc1OC	-6%	nt	nt	nt	-1%	-5%	-4%	-12%
COCc1cc(=O)n2[nH]c(-c3ccco3)cc2n1	-13%	0%[10 µM]	-5%	-6%	-4%	-4%	0%	-4%
CN(C)c1ccc(-c2nnn(CC(=O)N3c4ccccc4CCc4ccccc43)n2)cc1	-12%	-7%	-10%	-17%	-13%	1%	?	-26%
COc1ccccc1C(=O)Nc1ccc(OCc2cc(=O)n3ccc(C)cc3n2)cc1	?	nt	nt	nt	-3%	0%	4%	0%
c1ccc(-c2nn3c(C4CCCCC4)nnc3s2)cc1	-12%	-18%	-10%	2%	1%	0%	-5%	-2%
CCCC(C)NC(=O)c1cccc(Oc2ccccc2)c1 (configuration not stated)	1%	-26%	1%	-38%	-7%	-2%	3%	1%
CCOc1ccccc1NC(=O)N(C)CCc1c(C)nn(CC)c1C	-2%	nt	nt	nt	-5%	-2%	-13%	0%
CN(C)CCNC(=O)c1cc(Sc2ccc(F)cc2)nc2ccccc12	-7%	-3%[10 µM]	-8%	-12%	3%	2%	0%	-4%
CCC(C)c1ccc(O)c(NC(=S)NC(=O)c2cccnc2)c1 (configuration not stated)	-9%	25%[10 µM]	-8%	-6%	-2%[53 µM]	-1%[53 µM]	8%	?
Cc1ccc(N2C(=O)c3ccccc3C2=O)cc1Cl	1%	-15%[10 µM]	i	-2%	3%	4%	3%	3%
Oc1ccc(N=Cc2cc(Br)c(N3CCOCC3)o2)cc1	3.2µM*	nt	1%	-4%	-2%	0%	?	?
COc1ccc(NC(=O)CSc2nc3ccccc3n2CC(=O)N(C)c2ccc(F)cc2)cc1	-10%	nt	nt	nt	0%	-2%	0%	-16%

Part of the list above in a different format.
| SMILES | Tau fibril ThT | HTT cytoprotect | RECQ1 inh | L3MBTL1 inh | TRb-SRC2 inh | TexasRed fluor | Tau fibril FP | Tau fluor counter |
| --- | --- | --- | --- | --- | --- | --- | --- | --- |
| CCCC(C)NC(=O)c1cccc(Oc2ccccc2)c1 (configuration not stated) | 1% | -26% | 1% | -38% | -7% | -2% | 3% | 1% |
| CN(C)c1ccc(-c2nnn(CC(=O)N3c4ccccc4CCc4ccccc43)n2)cc1 | -12% | -7% | -10% | -17% | -13% | 1% | ? | -26% |
| COCc1cc(=O)n2[nH]c(-c3ccco3)cc2n1 | -13% | 0%[10 µM] | -5% | -6% | -4% | -4% | 0% | -4% |
| Cn1c(CN2CCOCC2)nnc1SCC(N)=O | -8% | -2% | 12% | 6% | -3% | 3% | -13% | -4% |
| Clc1nssc1=Nc1ccc(Br)cc1 | 13µM* | -101%[inhibitor] | i | nt | -7% | -2% | ? | -25% |
| c1ccc(-c2nn3c(C4CCCCC4)nnc3s2)cc1 | -12% | -18% | -10% | 2% | 1% | 0% | -5% | -2% |
| CN(C)CCNC(=O)c1cc(Sc2ccc(F)cc2)nc2ccccc12 | -7% | -3%[10 µM] | -8% | -12% | 3% | 2% | 0% | -4% |

(more compounds)
SMILES	Tau fibril ThT	HTT cytoprotect	RECQ1 inh	L3MBTL1 inh	TRb-SRC2 inh	TexasRed fluor	Tau fibril FP	Tau fluor counter
NC(=O)c1nnn(-c2ccccc2)c1N	7%	-3%[10 µM]	i	-3%	0%	-2%	12%	17%
CC1=C(C#N)S(=O)(=O)C(C#N)C(c2ccccc2)C1 (configuration not stated)	nt	-14%[10 µM]	-17%	nt	-1%	-6%	-8%	-28%
CSc1ccccc1NC(=O)COc1ccc(S(=O)(=O)N2CCCC2)cc1	-10%	6%[10 µM]	-2%	-6%	15%	3%	-4%	-17%
COCCNc1c2c(c(C#N)c3nc4ccccc4n13)CCCC2	-10%	-28%	-14%	nt	-10%	-3%	?	-3%
O=C(c1cccc(Oc2ccccc2)c1)N1CCN(c2ccccn2)CC1	-5%	8%[10 µM]	i	1%	0%	1%	5%	-3%
CCOc1ccc(NC(=O)CC(NCc2ccccn2)C(=O)O)cc1 (configuration not stated)	?	-7%	-2%	nt	1%	-4%	-16%	-28%
Clc1ccccc1CN(Cc1ccccc1)C(c1cccs1)c1nnnn1C1CCCC1 (configuration not stated)	-3%	-39%[inhibitor]	-11%	nt	1%	-1%	10%	-2%
O=C(CNC(=O)c1ccccc1)NCc1ccc(Cl)cc1	1%	?	-3%	-1%[11.4 µM]	-2%	-2%	-4%	1%
CC(C)NCc1nnc(-c2ccc(Cl)cc2)o1	-21%	-5%	0%	nt	-7%	-5%	-8%	-17%
CCOc1ccc(CCNc2cc(C)nc3ncnn23)cc1OCC	-4%	12%	-13%	2%	5%	-2%	5%	-4%
CC(C)c1cccc(C(C)C)c1NC(=O)Cn1c(=O)cnc2ccccc21	?	11%[10 µM]	2%	5%	0%	2%	-6%	-18%
CCOC(=O)Cc1csc(/N=C/c2c(O)n(-c3ccccc3C(F)(F)F)c(=O)c3ccccc23)n1	-9%	6%[1.9 µM]	-3%	-1%	-3%	-2%	-5%	-27%
CC(C)C[C@@H](N)c1nnc(SCC(=O)c2ccc(Cl)cc2)o1	-14%	-6%	i	nt	-10%	0%	-4%	-15%
Cc1cc(C(=O)COc2ccc3ccc(=O)oc3c2)c(C)n1Cc1cccs1	5%	-37%[10 µM]	-5%	?	-18%	-1%	-3%	-4%
CCN(CC)C(=O)Oc1ccc2c(=O)c(-c3ccc(OC)cc3)c(C)oc2c1	?	6%[0.074 µM]	-5%	-5%	-5%	-5%	1%	-11%

Compound profiles, as listed above.
Listed for CCN(CC)C(=O)Oc1ccc2c(=O)c(-c3ccc(OC)cc3)c(C)oc2c1 : Tau fibril ThT = ?; HTT cytoprotect = 6%[0.074 µM]; RECQ1 inh = -5%; L3MBTL1 inh = -5%; TRb-SRC2 inh = -5%; TexasRed fluor = -5%; Tau fibril FP = 1%; Tau fluor counter = -11%
Listed for CC(C)C[C@@H](N)c1nnc(SCC(=O)c2ccc(Cl)cc2)o1 : Tau fibril ThT = -14%; HTT cytoprotect = -6%; RECQ1 inh = i; L3MBTL1 inh = nt; TRb-SRC2 inh = -10%; TexasRed fluor = 0%; Tau fibril FP = -4%; Tau fluor counter = -15%
